# Bioassay records deposited in PubChem BioAssay by National Center for Advancing Translational Sciences (NCATS).
# VP16 counter: inhibits Gal4-VP16 luciferase reporter, ROR gamma counter-screen | Drosophila S2 Gal4-VP16 UAS-luciferase, luminescence, 20 h | Potency, µM (doses to about 53.6 µM), without a hit: at the highest dose activity, negative = inhibition, actives largely listed as inhibitors | hit rate 3.5% among 310,000 | AID 2546;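 note: Gal4-VP16 expression switched on by copper sulfate through the metallothionein promoter; potency is the fitted concentration of half-maximal effect; % is set by controls: 0 for no effect and ±100 for the full control effect; nearly all actives have a fitted effect of over 50% in size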
# FLuc modulator: firefly luciferase modulation, counter-screen for miR-21 project | P08659 | purified FLuc, Km substrates, luminescence inhibition | Potency, µM (titrated, usually from 57.5 µM), inactives show top-dose activity change, negative = inhibition, hits mostly inhibitors | hit rate 6.9% among 360,000 | AID 588342;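 note: potency is the fitted concentration of half-maximal effect; plate controls were vehicle for no effect and reference inhibitor for full effect; nearly all actives have a fitted effect of over 55% in size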
#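 Biochemical qHTS of compounds, final roughly 60 µM downward over six points, against 10 nM purified firefly luciferase using Km concentrations of substrates (10 uM D-luciferin, 10 uM ATP) in Tris acetate pH 7.5 buffer; luminescence output.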
# Menin MLL FP TR: inhibitors of human menin-MLL interaction, mutant MLL peptide; O00255; Menin + Texas Red MLL mutant peptide, fluorescence polarization; Potency, µM (highest dose often 61.6 µM), for the others: at the top dose FP activity change, negative = inhibition, actives largely listed as inhibitors; hit rate 0.23% among 270,000; AID 1768; active = well fitted inhibition curve with a large enough effect in the polarisation, with a control signal flat, not every such curve was filed as active; inconclusive = small, poorly fitted or top-dose-only effect, or effect the other way, or a change in a side signal; inactive = no such curve, though single readings can be large or run the other way; the % refers to the polarisation; note: potency is the fitted concentration of half-maximal effect; % of control where 0% means no effect; many of its hits are not listed in these tables
# Target sequence (O00255 whole entry, looked up): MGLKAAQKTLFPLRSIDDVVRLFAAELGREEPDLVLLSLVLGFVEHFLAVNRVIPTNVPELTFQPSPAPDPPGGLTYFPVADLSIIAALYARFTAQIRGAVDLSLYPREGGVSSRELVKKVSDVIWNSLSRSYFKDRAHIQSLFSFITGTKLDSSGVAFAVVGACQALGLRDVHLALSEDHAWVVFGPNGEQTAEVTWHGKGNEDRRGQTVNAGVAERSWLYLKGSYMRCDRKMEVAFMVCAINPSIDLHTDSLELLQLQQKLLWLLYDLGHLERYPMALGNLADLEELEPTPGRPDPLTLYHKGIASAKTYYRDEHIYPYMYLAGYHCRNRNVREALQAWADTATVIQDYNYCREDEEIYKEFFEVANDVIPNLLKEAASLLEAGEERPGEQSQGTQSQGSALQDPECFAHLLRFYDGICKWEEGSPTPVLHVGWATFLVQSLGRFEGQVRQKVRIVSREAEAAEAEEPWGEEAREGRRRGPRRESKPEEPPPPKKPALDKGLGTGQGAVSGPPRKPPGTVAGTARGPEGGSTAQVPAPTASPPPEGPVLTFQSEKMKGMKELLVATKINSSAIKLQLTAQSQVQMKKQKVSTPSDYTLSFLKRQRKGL
# Rab9 promoter act: activators of Rab9 promoter; Huh7 Rab9 promoter-luciferase reporter, luminescence, 24 h; Potency, µM (series often up to 9.22 µM), for inactives: top-dose activation, negative = inhibition, most hits filed as activators; hit rate 2.8% among 320,000; note: potency is the fitted concentration of half-maximal effect; % of control where 0% means no effect; nearly all actives have a fitted effect of over 60% in size
#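 Huh7 reporter line, Rab9 promoter upstream of luciferase. Compound exposure 24 h at 37 °C in reduced-serum medium with 10% FBS. Read-out: luminescence.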
# BRCA1 expr up: BRCA1 expression activation. MCF7-BRCA1-FFLuc reporter, luminescence, 48 h; response scale: scaled: vehicle 0%, 10 µM genistein 100%. Potency, µM (series often up to 46.1 µM), for the others: at the top dose activation, usual class: activators. hit rate 1.1% among 380,000. AID 624202; note: potency is the fitted concentration of half-maximal effect; nearly all actives have a fitted effect of over 80% in size; some results filed as inactive show a strong effect at the top dose
#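 Luminescence from a BRCA1-driven firefly luciferase in MCF7 cells was the read-out, taken 15 min after substrate addition following 48 h compound exposure at 37 °C. Data were normalized to a 10 microM genistein control and DMSO vehicle.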
# p53 reactivator: mutant p53 re-activation in reporter cells. H1299 p53-A138V BP100-luciferase reporter, luminescence, 24 h. hit rate 0.063% among 320,000. AID 504706. Potency, µM (top dose mostly 92.2 µM), without a hit: at the top dose activity change, positive = activation, most hits filed as activators; note: potency is the fitted concentration of half-maximal effect; % of control where 0% means no effect; nearly all actives have a fitted effect of over 45% in size
#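 p53-null H1299 cells stably carrying temperature-sensitive p53-A138V and a BP100-luciferase reporter were pinned with compounds (4-point, 1:5 series) and held 24 hrs at 37 deg C. Luminescence was read 10 min after detection reagent.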
# Giardia killer: Giardia lamblia killing; Giardia lamblia trophozoite viability; activity change, % at 7.66 µM, hits read low; hit rate 0.15% among 340,000; in the data active = activity change below about -80%; inconclusive = between about -30% and that limit;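 note: parasites exposed to compound for two days anaerobically before the ATP read; % is set by controls: 0 for no effect and ±100 for the full control effect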
#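 Compounds were tested on trophozoites seeded at 100 cells/well and held 48 hrs at 37 deg C anaerobically. An ATP-based luminescent kit measured the remaining live cells.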
# PKM2 activator: increases activity of human pyruvate kinase M2; P14618; purified PKM2, Kinase-Glo ATP luminescence, activation; response scale: 0% is enzyme alone, no compound; Potency, µM (titrated, usually from 57.5 µM), for inactives: at the top dose activation, usual class: activators; hit rate 0.34% among 260,000; AID 1631; note: potency is the fitted concentration of half-maximal effect; % is set by controls: 0 for no effect and ±100 for the full control effect; nearly all actives have a fitted effect of over 55% in size
# Target sequence (P14618 whole entry, looked up): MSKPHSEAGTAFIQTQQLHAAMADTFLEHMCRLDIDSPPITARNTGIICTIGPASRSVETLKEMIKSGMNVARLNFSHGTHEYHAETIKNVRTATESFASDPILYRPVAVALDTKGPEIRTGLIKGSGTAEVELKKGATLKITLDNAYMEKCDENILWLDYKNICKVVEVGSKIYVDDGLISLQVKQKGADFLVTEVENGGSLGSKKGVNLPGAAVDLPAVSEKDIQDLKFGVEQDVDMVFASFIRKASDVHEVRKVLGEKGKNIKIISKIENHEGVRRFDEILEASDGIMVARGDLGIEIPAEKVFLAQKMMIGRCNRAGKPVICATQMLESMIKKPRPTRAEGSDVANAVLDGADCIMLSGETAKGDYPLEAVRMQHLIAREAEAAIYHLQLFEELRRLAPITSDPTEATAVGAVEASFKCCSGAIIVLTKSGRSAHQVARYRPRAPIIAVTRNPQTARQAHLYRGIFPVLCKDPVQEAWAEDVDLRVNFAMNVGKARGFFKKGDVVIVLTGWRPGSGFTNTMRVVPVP
#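 hPK-M2, >95% pure; 0.1 mM ADP / 0.5 mM PEP final; imidazole pH7.2 buffer w/ 7 mM MgCl2, 50 mM KCl; 1 h RT; Kinase-Glo lum. Intermediate enzyme activity for dual inhibitor/activator qHTS.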
# NPC1 promoter act: NPC1 promoter activation. Potency, µM (series often up to 9.22 µM), for inactives: at the top dose activation, most hits filed as activators. Huh7 NPC1 promoter luciferase reporter, 24 h. hit rate 2.4% among 320,000. AID 485313;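 note: potency is the fitted concentration of half-maximal effect; % of control where 0% means no effect; nearly all actives have a fitted effect of over 60% in size; reporter is driven by a mutant NPC1 promoter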
#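 Huh7 cells stably carrying NPC1 promoter–luciferase, plated in Opti-MEM with 10% FBS for 2 h, were exposed to compound in DMSO for 24 h at 37 °C; luciferase reagent was added for 10 min and luminescence read.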
# ELG1 genotoxic: genotoxicity induction in ELG1-luciferase HEK293T cells; hit rate 1.3% among 330,000; HEK293T ELG1-luciferase reporter, luminescence, 16 h; Potency, µM (series often up to 46 µM), for the others: top-dose activity change, positive = activation, usual class: activators; note: potency is the fitted concentration of half-maximal effect; % of control where 0% means no effect; nearly all actives have a fitted effect of over 60% in size
#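 Quantitative HTS format in 1536-well plates. HEK293T ELG1-luciferase reporter cells receive test compound and are incubated 16 hr at 37 °C, 5% CO2; ONE-Glo added, 30 min room temperature, then luminescence read.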
# RORg inh: inhibitors of mouse ROR gamma transcriptional activity; Potency, µM (doses to about 53.6 µM), for the others: top-dose activity change, negative = inhibition, hits mostly inhibitors; Drosophila S2 Gal4-RORgamma UAS-luciferase reporter, 20 h; hit rate 5.4% among 310,000; P51450; note: potency is the fitted concentration of half-maximal effect; % is set by controls: 0 for no effect and ±100 for the full control effect; nearly all actives have a fitted effect of over 60% in size
#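 Schneider cells (Drosophila), stable Gal4 DBD–ROR gamma + UAS-luc; 1 hr cmpd preincubation; Cu2+ induction 700 uM final; 20 hr ambient; luminescence.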
# Starred values were filed as active, the others as inactive; u = inconclusive; x = not tested or not shown; & = joins results of further samples; [ ] = another dose, or the depositor's remark. Unless noted, calls come from the whole dose curve; as a rule, active = well fitted curve in the direction sought with a large enough effect; inconclusive = small, poorly fitted or top-dose-only effect, or another doubt; inactive = no such curve, though single readings can be large; an effect the other way counts as inactive or inconclusive. Some of the compounds tested; the hit share may differ from the screen's.
SMILES,VP16 counter,FLuc modulator,Menin MLL FP TR,Rab9 promoter act,BRCA1 expr up,p53 reactivator,Giardia killer,PKM2 activator,NPC1 promoter act,ELG1 genotoxic,RORg inh
COc1ccc(C2=NNC(c3ccco3)=Nc3ccc(F)cc32)cc1,6.1%,u,10.9%,1.8%,-5.9%,-6.6%,-4.1,0.7%,-0.8%,-3.6%,8.5%
COc1ccc(NC(=O)NCCCN2CCCC2=O)c(OC)c1,2.5%,5.2%,0.4%,3.9%,-22.6%[1.84 µM],-1.8%,-4.2,8.3%,2.2%,-5.5%,-11.4%
CCc1cc2c(nc1CC)CCN(CC/C(C)=N/OC[C@H]1O[C@H](c3ccccc3)C=C[C@@H]1Oc1ccc(OC)cc1)C2,u,1.3%,-5.1%[11.7 µM],-8.5%,x,4.1%,x,-1.5%,-3.2%,-7.5%,u
Cc1ccc(S(=O)(=O)/N=C(/Nc2ccc([N+](=O)[O-])cc2)c2ccccc2)cc1,-1.6%,-2.1%,u,2.5%,-9.9%,-4.7%,0.4,2.5%,-0.2%,-3.4%,26.9%
Cc1ccc(Sc2ncccc2C(=O)NCC(c2ccc(F)cc2)N2CCOCC2)c(C)c1 (configuration not stated),x,-0.6%,x,-3.3%,-11.1%,-11.5%,17.6,x,-7.4%,-0.9%,x
COc1cccc(-c2cc(=O)c3cc(NC(=O)c4ccc(Cl)cc4)ccc3[nH]2)c1,-4.9%&0.8%,0.7%,-22.3%&17.2%,-17.7%,-51.7%,3.0%,-0.6,-1.3%,-21.6%,3.2%,-3.3%&8.5%
CC(C)CCn1c(SC(C)C(=O)NC2CC2)nc2ccccc2c1=O (configuration not stated),x,2.8%,x,-10.2%,-4.8%,9.0%,1.7,x,-4.5%,2.3%,x
Cc1ccc(C2C(C(=O)c3ccco3)=C(O)C(=O)N2c2ncccn2)cc1 (configuration not stated),7.1%,-2.7%,x,6.6%,0.0%,-1.0%,-9.6,-2.4%,-2.9%,0.3%,9.0%
COc1ccc(NC(=O)Cn2c(=O)n(CC3CCCO3)c(=O)c3ccccc32)c(OC)c1 (configuration not stated),-4.8%,-2.6%&1.4%,-3.6%,-5.7%,0.1%&17.5%,-2.6%,-4.0,-0.5%,0.3%,0.0%,-2.2%
O=C(C1=C[C@H](c2ccc(C(F)(F)F)cc2)C[C@H](OCc2ccc(CO)cc2)O1)N1CCCCCCC1,-14.1%,-0.1%,u,-3.5%,0.0%,2.3%,-22.7,-1.3%,-4.4%,-5.1%,0.1%
O=C(COC(=O)c1ccc[nH]c1=O)Nc1cc(S(=O)(=O)N2CCCCCC2)ccc1Cl,x,-1.0%,x,-2.9%,14.4%,7.4%,-20.7,x,-0.4%,2.6%,x
COc1ccc(C)cc1S(=O)(=O)N1CCN(C/C=C/c2ccccc2)CC1,x,0.4%,x,2.0%,-21.2%,-1.0%,2.3,x,-3.3%,-2.8%,x
CCCC(=O)Nc1ccc(C(=O)N2CCCC2)cc1,7.0%,0.8%,3.7%,-6.7%,4.2%,7.7%,1.7,-8.7%,-3.2%,6.0%,0.0%
CC(C)(C)NC(=S)N/N=C\c1ccc(-c2ccc([N+](=O)[O-])cc2)o1,u,u,x,11.9%,1.3%,u,-27.6,u,12.5%,-4.2%,u
CCC(=O)c1cn(CC(=O)NCc2ccco2)c2ccccc12,-7.7%,-16.8%,19.5%,x,11.2µM*,x,31.5[activator],-9.7%,x,x,27.3%
COc1ccccc1C(CNC(=O)c1ccc(C)c(S(=O)(=O)N2CCCCC2)c1)N1CCCC1 (configuration not stated),x,-0.6%,x,-9.8%,3.4%,1.2%,-4.1,x,-2.4%,-1.7%,x
O=S(=O)(Nc1ccc(O)c(Sc2nc3ccccc3s2)c1)c1cccc2ccccc12,7.94µM*,-2.7%,u,0.3%,-36.3%,-0.5%,-16.3,-5.2%,-2.7%,-11.2%,u
COc1cc(OC)c(C(=O)OCC(=O)Nc2nnc(-c3ccccc3)o2)cc1OC,x,0.2%,x,-3.0%,5.6%,0.0%,-6.8,x,0.5%,-4.6%,x
CCn1nc(C)cc1-c1nnc(Sc2ncc([N+](=O)[O-])s2)n1C,4.47µM*,-2.9%,u,-56.6%[inhibitor],-90.8%,-14.4%,-0.4,x,-53.9%[inhibitor],-22.5%,5.01µM*
COc1ccc(C=Nc2cccc3c(=O)[nH][nH]c(=O)c23)c2ccccc12,4.0%,u,u,-4.4%,-48.7%,3.1%,5.9,4.2%,-2.9%,1.1%,13.1%
CCOC(=O)Cc1c(Sc2ccccc2)c2cc(C)ccc2n1C,-3.8%,2.2%,1.4%,8.4%,-14.9%,-5.3%,4.5,-2.5%,-0.3%,-4.3%,-8.1%
CC(=O)NC12CC3CC(CC(CC(=O)O)(C3)C1)C2,-2.3%,0.2%,0.6%,-4.1%,2.2%,3.3%,1.4,-0.9%,-4.9%,0.1%,5.8%
O=C1C2C3c4ccccc4C(c4ccccc43)C2C(=O)N1Cc1cccnc1 (configuration not stated),-2.1%,2.6%,5.9%,3.2%,-19.0%,-21.6%,-0.8,0.8%,-1.1%,0.6%,-7.4%
COc1ccc(NC(=O)c2ccc(COc3ccc(C)cc3)o2)cc1,-9.6%,10.7µM*,-27.6%,28.5%,u,7.7%,u,4.4%,25.6%,5.1%,7.2%
CCn1cc(C(=O)N2CCN(c3ccc(F)cc3)CC2)c2cc(OC)c(OC)cc2c1=O,3.6%,0.3%,-2.2%,-0.4%,0.6%,-3.9%,2.0,-5.8%,-17.4%,-2.6%,37.4%
Cc1nnc(SCC(=O)Nc2cccc(C(F)(F)F)c2)n1Cc1ccco1,-19.4%,-7.5%,0.0%,-5.9%,0.0%,-27.6%,-15.5,u,-1.1%,-4.4%,1.8%
CCS(=O)(=O)N1CCN(c2ccccn2)CC1,12.3%,1.2%,2.0%,-0.7%,-1.0%,0.7%,-8.6,0.9%,-2.0%,2.3%,-0.9%
COc1ccc(N2C(=O)C3CCCN3C2c2ccccc2F)cc1 (configuration not stated),-1.7%,-2.8%,-6.0%,-3.2%,13.3%,5.0%,-22.6,2.6%,1.4%,7.1%,14.7%
O=C(COc1ccc(Cl)cc1)Nc1ccccc1N1CCOCC1,-1.0%,5.2%,-20.6%,-3.4%,x,-4.9%,x,3.8%,-2.7%,7.6%,3.2%
Cc1cccnc1NC(=O)Nc1cccc(C(F)(F)F)c1,0.7%,3.5%,-29.6%,15.7%,-12.0%,-0.2%,8.2,-1.5%,3.9%,u,23.3%
Cn1c(CNC(=O)c2ccco2)nnc1SCC(=O)Nc1cccc(F)c1,4.6%,-8.4%,-12.8%,0.0%,-5.5%,-0.1%,-12.8,3.9%,-0.1%,6.3%,-1.4%
CN(C)C(=O)COC(=O)c1ccccc1OCC(=O)Nc1ccc(SC(F)F)cc1,-9.3%,-16.3%,-7.1%,-0.3%,-0.5%,-6.2%,9.3,-3.4%,-3.4%,1.5%,21.6%
Cc1csc(=O)n1CCC(=O)OC(C)C(=O)Nc1ccc(N2CCOCC2)cc1 (configuration not stated),x,4.8%,x,17.8%,-2.3%,10.2%,3.8,x,12.6%,4.9%,x
c1cc2c(cc1-c1cnc3n1CCC3)OCCO2,u,u,0.1%,-5.6%,51.5%,15.8%,-1.8,-0.7%,9.3%,2.8%,u
CC1CCN(S(=O)(=O)c2ccc(NC(=O)CN3CCCC3)cc2)CC1,0.1%,1.5%,1.8%,-1.0%,-13.3%,1.8%,-9.9,1.0%,0.7%,-2.9%,-1.5%
Cc1ccc(-c2cc(C(=O)O)n(-c3ccc(S(N)(=O)=O)cc3)n2)cc1,-12.6%,-6.4%,-10.2%,-6.2%,-10.1%,7.4%,-7.9,8.2%,-0.6%,3.2%,1.4%
CC(C)c1nnc(NC(=O)C2CCCN2C(=O)Nc2cccc(Cl)c2)s1 (configuration not stated),-5.2%,0.5%,10.2%,3.2%,-3.0%,6.3%,10.2,7.2%,-3.3%,0.0%,-18.8%
O=C(Nc1cn(-c2ccccc2)nc1-c1ccccc1)c1ccccc1,-10.9%,15.1µM*,7.7%,-10.0%,35.6%,9.2%,-7.8,7.2%,-2.8%,-4.3%,28.8%
CCCN(Cc1cc2cc(OC)ccc2[nH]c1=O)C(=O)c1ccncc1,-23.0%,-11.7%,-1.2%,-1.3%,-51.3%,1.8%,-4.3,-14.4%,2.4%,0.0%,-37.9%
CN1CCN(CCCNC(=S)Nc2ccc(F)c(Cl)c2)CC1,3.8%,-0.6%,-0.7%,-40.1%[inhibitor],-1.3%,9.3%,11.6,-11.0%,-0.5%,-0.2%,3.2%
COc1ccc(Cl)cc1NC(=O)COC(=O)c1cc(NS(=O)(=O)c2cccs2)ccc1O,-8.8%,0.9%,u,-2.9%,-1.3%,-5.4%,4.1,-2.0%,0.0%,-0.8%,u
